Compound activity from PubChem.
MBD2 inh: MBD2-methylated oligo binding inhibition; Q9UBB5; TR-FRET, MBD2 binding to methylated oligonucleotide; inhibition, % at 4.4 µM; actives 0.31% (n = 370,000); AID 686964; in the data active = inhibition above about 13%
LEDGF integ inh: blocks HIV-1 LEDGF/p75-dependent DNA integration. inhibition, % at 3.7 µM. AID 743269. TR-FRET IN-LEDGF/p75 DNA integration, Eu/Cy5. actives 0.64% (n = 370,000);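 active = inhibition above the screen-wide mean plus 3 SD, cut at about 13% in these data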;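 also: signal is the Cy5 over europium emission ratio at 671 and 618 nm; 0% = plate median of compound wells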
Rev-erbA mod: Rev-erb alpha (human) modulation; actives 0.79% (n = 370,000); activity, % at 10 µM; Rev-erbα–FITC-DNA binding, fluorescence polarization, 90 min;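 active = activity above about 14%, limit read from the data; passing the limit was not always enough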;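 also: 0% = DMSO wells with 35 nM protein and 100% = DMSO wells with 750 nM protein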
HTRA1 inhibitor: HTRA1 (human) protease inhibition; Q92743; AID 504803; recombinant HTRA1, FP-rhodamine activity-based probe, fluorescence polarization; inhibition, % at 5.96 µM; actives 0.5% (n = 340,000); in the data active = inhibition above about 36%;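 also: 0% = enzyme with DMSO and 100% = wells lacking enzyme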
rCAG binder: r(CAG) repeat RNA binding. TO-PRO-1 dye displacement fluorescence. inhibition, % at 3 µM. actives 1.3% (n = 370,000);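 active = inhibition above the plate cutoff, the mean of all test compounds on that plate plus 3 SD, cut at about 35% in these data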;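 also: 0% = DMSO alone and 100% = 100 µM mitoxantrone as full dye displacement; higher means more dye released from RNA so lower well fluorescence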
ABHD4 inh: inhibits mouse alpha/beta hydrolase domain 4 | AID 720543 | actives 0.54% (n = 370,000) | purified mABHD4, FP-Rh probe fluorescence polarization | inhibition, % at 8.92 µM | Q8VD66;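 active = inhibition exceeding the mean over every tested compound plus 3 SD, cut at about 30% in these data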;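 also: 0% = plate median of compound wells and 100% = S159A mutant with DMSO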
Target sequence (Q8VD66 whole entry, looked up, the tested form may be a part): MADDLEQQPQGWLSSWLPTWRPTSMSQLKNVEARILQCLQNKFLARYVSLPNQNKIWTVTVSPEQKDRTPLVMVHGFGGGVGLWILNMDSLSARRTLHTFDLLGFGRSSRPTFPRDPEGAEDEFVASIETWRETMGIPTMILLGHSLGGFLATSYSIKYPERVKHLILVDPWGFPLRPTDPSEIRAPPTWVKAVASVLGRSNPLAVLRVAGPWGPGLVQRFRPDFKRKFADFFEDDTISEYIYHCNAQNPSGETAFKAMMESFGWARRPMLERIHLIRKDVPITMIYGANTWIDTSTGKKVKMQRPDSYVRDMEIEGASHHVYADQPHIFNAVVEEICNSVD
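Assay system: wild-type mouse ABHD4 protein; compound: single nominal dose of 8.92 µM, 0.89% DMSO final; schedule: 45 min + 60 min at 25 °C; measured by: FP readout, ex 525 nm / em 598 nm; evaluation: % inhibition of FP-Rh probe binding versus controls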
PG9 Ab binder: PG9 antibody binding by small molecule. TR-FRET gp120-PG9 antibody binding. actives 0.43% (n = 360,000). inhibition, % at 6.7 µM. AID 624416; in the data active = inhibition above about 8.5%
UHRF1 binding: blocks human UHRF1 binding to methylated DNA; Q96T88; UHRF1 binding to methylated oligo, TR-FRET; inhibition, % at 4.4 µM; actives 0.75% (n = 370,000); in the data active = inhibition above about 21%;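 also: UHRF1 SRA domain binding a hemimethylated CpG hairpin DNA probe; 0% = median of test compound wells and 100% = reference inhibitor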
Target sequence (Q96T88 whole entry, looked up, the tested form may be a part): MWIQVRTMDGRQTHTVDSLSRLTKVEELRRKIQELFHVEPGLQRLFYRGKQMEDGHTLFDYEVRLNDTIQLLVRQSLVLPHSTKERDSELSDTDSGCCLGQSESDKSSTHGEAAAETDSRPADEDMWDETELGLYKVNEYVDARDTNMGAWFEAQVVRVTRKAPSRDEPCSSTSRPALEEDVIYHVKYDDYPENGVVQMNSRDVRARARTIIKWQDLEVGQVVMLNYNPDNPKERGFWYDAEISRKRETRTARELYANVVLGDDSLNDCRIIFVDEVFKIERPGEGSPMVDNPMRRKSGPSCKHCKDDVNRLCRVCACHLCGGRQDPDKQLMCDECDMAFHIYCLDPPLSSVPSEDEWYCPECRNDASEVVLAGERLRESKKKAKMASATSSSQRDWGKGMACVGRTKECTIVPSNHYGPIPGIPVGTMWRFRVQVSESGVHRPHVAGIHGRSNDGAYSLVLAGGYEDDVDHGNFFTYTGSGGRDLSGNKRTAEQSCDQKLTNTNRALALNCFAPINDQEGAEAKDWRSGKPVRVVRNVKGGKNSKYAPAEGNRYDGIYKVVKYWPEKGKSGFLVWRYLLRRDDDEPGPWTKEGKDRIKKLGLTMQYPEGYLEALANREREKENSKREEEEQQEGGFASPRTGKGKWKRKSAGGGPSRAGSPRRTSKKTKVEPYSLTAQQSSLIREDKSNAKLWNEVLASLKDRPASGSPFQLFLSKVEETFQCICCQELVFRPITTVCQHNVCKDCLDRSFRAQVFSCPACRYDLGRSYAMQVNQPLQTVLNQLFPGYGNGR
TCR CD3 inh: inhibitors of human TCR-CD3 interaction | actives 0.37% (n = 360,000) | TAMRA-labeled TCR probe fluorescence, biochemical | inhibition, % at 9.4 µM | AID 651800; in the data active = inhibition above about 19%;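 also: recombinant mutant TCR 2C K166C tagged with TAMRA read by polarization; 0% = receptor in buffer alone and 100% = receptor with positive control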
PRMT1 FP inh: inhibitors of human PRMT1; recombinant PRMT1, activity-based probe fluorescence polarization; inhibition, % at 2.79 µM; actives 1.3% (n = 370,000);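 active = inhibition above about 21% made by adding two undisclosed values, limit read from the data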
* marks the source's active call; other numbers are inactive results; · = no result given. The list is partial; the hit share may differ from the screen's.

Start of the listing, in advance, 2 compounds:
Results follow in this order: LEDGF integ inh	UHRF1 binding	PG9 Ab binder	PRMT1 FP inh	HTRA1 inhibitor	Rev-erbA mod	TCR CD3 inh	MBD2 inh	ABHD4 inh	rCAG binder
COc1ccccc1NC(=O)CSc1nncn1-c1cccnc1
  5	0	-1.1	-1	10	0	8	0	-3	1
O=[n+]1c2c(n([O-])c3cc(Br)ccc31)CCC2
  4	2	-0.2	8	18	-4	-2	-2	14	15

The listing, previewed entries included:
Results follow in this order: LEDGF integ inh	UHRF1 binding	PG9 Ab binder	PRMT1 FP inh	HTRA1 inhibitor	Rev-erbA mod	TCR CD3 inh	MBD2 inh	ABHD4 inh	rCAG binder
COc1ccccc1NC(=O)CSc1nncn1-c1cccnc1
  5	0	-1.1	-1	10	0	8	0	-3	1
O=[n+]1c2c(n([O-])c3cc(Br)ccc31)CCC2
  4	2	-0.2	8	18	-4	-2	-2	14	15
CCOc1ccccc1CNC(=O)CCNC(=O)Cn1ccc2ccccc2c1=O
  -1	0	0.3	-4	5	-1	8	-5	4	-5
COC(=O)c1cccc(NC(=O)c2nn(C)c(=O)c3ccccc23)c1
  1	-3	1.4	-1	-14	-2	2	2	4	1
COc1cc(OC)cc(C(=O)Nc2ccccc2NC(C)=O)c1
  -3	0	1.6	4	2	-1	-1	7	6	-1
COc1ccc(C2SCCN2C(=S)Nc2cccc(C(F)(F)F)c2)cc1 (stereo unspecified)
  4	-1	-3.5	8	2	4	-9	-4	-7	2
Cc1cc(C(=O)COC(=O)/C=C/c2cccc(Br)c2)c(C)n1C
  -5	-2	0.5	-5	-23	5	1	-2	0	-2
COc1ccccc1CNC(=O)COC(=O)Cc1c(F)cccc1Cl
  -1	1	0.3	2	5	-2	-11	1	-1	-1
CCn1nc(CCC(=O)O)c2ccccc2c1=O
  2	-2	-0.8	-2	-1	6	9	-1	4	-1
CC1CCCC(NC(=O)CSc2nnc(N)s2)C1C (stereo unspecified)
  -2	-2	-0.5	-2	-5	-2	8	0	-4	0
Cc1ccc(-c2nnn(CC(=O)N(Cc3ccco3)C(C(=O)NC3CCCC3)c3cccs3)n2)o1 (stereo unspecified)
  4	-2	-2.2	3	-13	-2	5	1	-10	7
C/C=C(/C)C(=O)Nc1cccc(C2=NOC3(C2)C[C@H](C(N)=O)N(C(=O)COc2ccc(Cl)cc2)C3)c1 (stereo partly specified)
  1	-2	-1.3	-2	-32	0	13	-7	-1	3
Cc1cnc([N+](=O)[O-])n1CCOC(=O)NC(=O)c1ccc(C(F)(F)F)cc1
  3	1	-0.5	-4	0	7	-1	-7	-2	-2
Cc1cccc(/C=N/NC(=O)NC2CCCCC2)c1
  0	3	-0.2	-4	-16	-4	3	1	-7	-4
CCCCN(C(=O)CSc1nn(-c2ccc(F)cc2)c(=S)s1)c1c(N)n(CCCC)c(=O)[nH]c1=O
  -4	1	-0.1	3	-17	-5	-1	0	6	6
N#CCN=C(c1ccccc1)c1ccccc1
  -1	1	-1.4	0	-7	4	5	-3	5	0
CCOc1ccccc1N1CC(C(=O)NNC(=O)c2ccc(F)cc2)CC1=O (stereo unspecified)
  3	4	-2.0	-2	-3	0	2	1	-3	3
N#CC1CN(C(c2ccccc2)c2ccccc2)C1
  -2	0	0.9	1	4	-2	-5	3	4	-2
CCCCc1cc(=O)oc2cc(OCC(=O)NCCN3CCOCC3)c(Cl)cc12
  4	-2	0.0	-4	9	-7	-1	2	4	-3
O=C(COC(=O)c1ccc(OC(F)F)cc1)NCCNC(=O)COC(=O)c1ccc(OC(F)F)cc1
  1	0	-0.6	-2	3	-1	-1	-4	-4	-6
CCC1Oc2ccccc2N(CC(=O)NCCCN2CCCCC2CC)C1=O (stereo unspecified)
  1	0	-1.7	-3	-6	0	2	0	-5	0
Cn1c(SCc2ccc(F)cc2Cl)nc2ccccc2c1=O
  1	-1	-0.1	-2	-2	5	5	4	1	2
Cc1cc(C=NCCO)c(C)n1-c1cc(Cl)ccc1Cl
  0	2	1.1	1	11	-1	1	6	-1	-2
O=[N+]([O-])c1ccccc1/C=C\C=N\N1CCN(c2ccccc2)CC1
  0	0	-0.2	1	2	-2	0	3	-3	-4
CCCCNC(=O)CS(=O)Cc1nc(-c2ccc(C)cc2)oc1C (stereo unspecified)
  3	4	0.5	2	3	-3	0	1	-4	1
O=C(CN1CCc2ccccc21)NC(=O)NCc1ccccc1
  1	-1	-1.2	-2	-2	1	3	-7	-1	-4
COc1ccc(Cl)cc1NC(=O)NCc1ccco1
  0	1	-1.9	2	-11	0	3	-1	3	7
CCOC(=O)c1ccc(NC(=O)C2(c3ccccc3)CCOCC2)cc1
  -2	1	-1.5	-3	-3	4	3	-4	-5	0
Cc1ccc(NC(=O)c2cnn(-c3ccccc3)c2C)c(C)c1
  -2	-2	1.1	-2	7	-3	1	0	2	-5
COc1ccc(S(=O)(=O)N2CCN(Cc3cccc(OC)c3)CC2)cc1
  -4	-1	1.6	-1	-3	0	-3	-3	-1	-5

Following part:
Results follow in this order: LEDGF integ inh	UHRF1 binding	PG9 Ab binder	PRMT1 FP inh	HTRA1 inhibitor	Rev-erbA mod	TCR CD3 inh	MBD2 inh	ABHD4 inh	rCAG binder
Cc1ccc2cccc(OCC(=O)N3CCc4ccccc43)c2n1
  -4	-2	0.6	-1	-2	0	4	0	0	-3
CCN1CCN(S(=O)(=O)c2ccc(Cl)c(C(=O)N(C)Cc3ccc(F)cc3)c2)CC1
  -2	-2	-0.1	-2	-4	-3	3	-5	1	-7
Cc1ccc(C(=O)C(C)Oc2cccc(NC(=O)c3ccco3)c2)cc1 (stereo unspecified)
  -3	-1	-3.0	-2	-30	0	5	0	-14	-4
CN(C(=O)COC(=O)c1cccc(Cl)c1)C1CCS(=O)(=O)C1 (stereo unspecified)
  -2	-4	-1.0	2	7	0	5	0	0	1
COc1ccc(NC(=S)NCCc2ccc(F)cc2)c(OC)c1
  0	2	-4.8	-3	-2	6	-1	-1	-6	-1
CSCc1ccc(C(=O)NC(C)c2cnn(-c3ccccn3)c2C)o1 (stereo unspecified)
  3	-1	-0.2	-2	-5	-3	4	-4	5	-5
CCCCn1c(=O)n(CC(=O)NCc2ccc(C)cc2)c(=O)c2c1nc(CO)n2CCC
  0	-1	1.5	-4	-1	-3	4	3	-5	-2
Cc1cc(NC(=O)CSc2nnc3ccc(-c4ccc(F)cc4)nn23)no1
  -1	-1	1.2	1	0	-1	0	4	4	0
COc1c(F)c(F)c(C(=O)O)c(Nc2ccc(C)cc2C)c1F
  -2	1	-0.4	2	-5	8	-8	4	4	13
CCOc1ccc(NC(=O)CCn2ccnc2)cc1
  -1	0	-0.3	4	3	-8	-8	4	0	-1
CCCCn1c2ccccc2c2nnc(SCC(=O)NC3=NN=C(c4ccccc4)CS3)nc21
  -1	-3	-1.7	45*	·	0	-5	3	11	22
N#Cc1ccc(Cn2c(=O)oc3ccccc32)cc1
  -4	4	-0.7	0	3	6	-4	0	3	0
CN1CCN(c2ccccc2/C=N/NC(=O)c2cccnc2)CC1
  -2	0	-0.6	-4	6	2	-4	-2	-1	-4
CCCC1=NN(c2ccc([N+](=O)[O-])cc2)C(=O)/C1=C\N(C)C
  4	0	-1.6	0	-1	-2	3	0	1	7
CC(=O)Nc1ccn(-c2ccccc2)n1
  -2	2	2.4	16	4	1	-2	2	3	2
O=C(CCC(=O)N1CCSc2ccccc21)NCCc1ccccc1
  2	-4	-0.3	-2	-6	-2	4	-5	-2	0
Cc1cc(NC(=O)CC(C)C)c(=O)n(Cc2c(F)cccc2Cl)c1
  -3	0	-0.3	-3	7	-5	-2	-3	5	-8
COc1ccc(NC(=O)Cc2ccc(C)cc2)c([N+](=O)[O-])c1
  5	2	-1.4	-3	0	2	4	2	-2	-1
CC1(c2nc3ccccc3[nH]2)c2ccccc2C(=O)N1C1CC1 (stereo unspecified)
  0	2	0.0	-2	·	-4	5	2	2	3
CCC(C)N(C(=O)CSc1nc2ccc(OC)cc2[nH]1)C1CCS(=O)(=O)C1 (stereo unspecified)
  -2	3	-0.2	10	1	-7	-6	10	-9	-6
Cn1cc(C=O)c2cc(F)ccc21
  -10	6	-0.8	1	-1	-3	-5	3	2	2
C[n+]1cn(/N=C/c2ccccc2)c2ccccc21
  4	-6	-1.8	0	4	2	3	-2	1	-2
CCC(=O)NC(c1ccc(OC)c(OC)c1)c1cc(Cl)c2cccnc2c1O (stereo unspecified)
  -1	-7	-0.2	-5	52*	-3	-1	4	7	-1
COc1ccc(SCCN2CCN(C)CCC2=O)cc1
  -2	-3	-0.8	-1	-7	1	-9	2	2	-3
COc1ccc(Cl)cc1N/C(N)=N/c1nc(C)cc(=O)[nH]1
  -1	6	0.4	2	3	-1	-3	2	-6	-3
COc1ccc(S(=O)(=O)Nc2cccc3c2O[C@H](CN(C)Cc2ccc(-c4ccccc4)cc2)[C@@H](C)CN([C@H](C)CO)C3=O)cc1
  1	-4	0.4	-3	-47	6	2	1	-19	12
O=c1c2ccccc2nc(/C=C/c2c[nH]c3ccccc23)n1CCO
  4	-3	1.7	4	-1	5	-3	-8	0	9
CC(C)c1nnc(NC(=O)CSc2ncn[nH]2)s1
  -2	-3	-0.3	-1	5	2	6	3	-1	2
COc1ccccc1NC(=O)c1c(NC(=O)CCC(=O)O)sc2c1CCCCC2
  4	-3	-0.5	32*	-4	0	-5	-2	1	13
COc1ccc2cc(CCNC(=O)C(C)(C)C)c(=O)[nH]c2c1
  5	4	1.1	2	1	-5	-12	0	-6	2

Arranged by value in HTRA1 inhibitor (largest number first): 5 of the compounds above
SMILES	LEDGF integ inh	UHRF1 binding	PG9 Ab binder	PRMT1 FP inh	HTRA1 inhibitor	Rev-erbA mod	TCR CD3 inh	MBD2 inh	ABHD4 inh
Cc1cc(NC(=O)CC(C)C)c(=O)n(Cc2c(F)cccc2Cl)c1	-3	0	-0.3	-3	7	-5	-2	-3	5
Cc1ccc2cccc(OCC(=O)N3CCc4ccccc43)c2n1	-4	-2	0.6	-1	-2	0	4	0	0
COc1ccccc1NC(=O)c1c(NC(=O)CCC(=O)O)sc2c1CCCCC2	4	-3	-0.5	32*	-4	0	-5	-2	1
COc1c(F)c(F)c(C(=O)O)c(Nc2ccc(C)cc2C)c1F	-2	1	-0.4	2	-5	8	-8	4	4
COc1ccc(SCCN2CCN(C)CCC2=O)cc1	-2	-3	-0.8	-1	-7	1	-9	2	2

The results go on.
Results follow in this order: LEDGF integ inh	UHRF1 binding	PG9 Ab binder	PRMT1 FP inh	HTRA1 inhibitor	Rev-erbA mod	TCR CD3 inh	MBD2 inh	ABHD4 inh	rCAG binder
c1cc2c(cc1NC1CCCCCC1)OCO2
  3	-3	-1.5	35*	33	3	-4	0	20	-2
Cc1ccc(C(=O)N/C(=C\c2cccc([N+](=O)[O-])c2)C(=O)Nc2cccc(C(=O)O)c2)cc1
  2	4	-2.5	0	-2	-6	-2	-6	7	24
Cc1ccccc1NC(=O)CSc1nnc(C)c(=O)[nH]1
  2	1	-0.2	0	7	0	8	-2	6	-1
Cc1ccccc1N=Nc1c(O)[nH]c2ccccc12
  4	-4	-1.1	-1	·	-4	0	-5	2	10
O=C1c2ccccc2NC(c2ccc([N+](=O)[O-])cc2)N1O (stereo unspecified)
  -3	5	-1.5	3	12	-3	7	-3	11	-1
CC1=C(C(=O)N(C)C)CC(CC(=O)NC2CCCCC2)C(=O)N1Cc1ccc(C(C)(C)C)cc1 (stereo unspecified)
  4	2	0.7	-2	1	2	-8	-5	0	-2
COc1ccc(OC)c(S(=O)(=O)N2CCC(C(=O)NCCC3=CCCCC3)CC2)c1
  0	-4	1.4	-3	-2	-4	7	-8	1	-3
CCO/C(C)=C1/SC(=S)NC1=O
  -1	-4	-3.4	-3	0	1	9	-3	1	-3
COC(=O)C(O)(CC(=O)Nc1ccc(C)c(F)c1)C(F)(F)F (stereo unspecified)
  0	4	-0.4	2	4	-2	7	2	0	-1
